KDM5B inhibitor – inhibitors of human KDM5B histone demethylase; Q9UGL1; KDM5B demethylase, FDH-coupled NADH fluorescence (FDH is formaldehyde dehydrogenase); Potency, µM (doses to about 57.7 µM), for the others: at the top dose activity change, negative = inhibition, hits mostly inhibitors; 220,000 compounds, 2.6% hits; active = well fitted inhibition curve with a large enough effect; inconclusive = small, poorly fitted or top-dose-only effect; inactive = no such curve, though single readings can be large or run the other way; note: 0% is about no effect; nearly all actives have a fitted effect of over 70% in size
Target sequence (Q9UGL1 whole entry, looked up): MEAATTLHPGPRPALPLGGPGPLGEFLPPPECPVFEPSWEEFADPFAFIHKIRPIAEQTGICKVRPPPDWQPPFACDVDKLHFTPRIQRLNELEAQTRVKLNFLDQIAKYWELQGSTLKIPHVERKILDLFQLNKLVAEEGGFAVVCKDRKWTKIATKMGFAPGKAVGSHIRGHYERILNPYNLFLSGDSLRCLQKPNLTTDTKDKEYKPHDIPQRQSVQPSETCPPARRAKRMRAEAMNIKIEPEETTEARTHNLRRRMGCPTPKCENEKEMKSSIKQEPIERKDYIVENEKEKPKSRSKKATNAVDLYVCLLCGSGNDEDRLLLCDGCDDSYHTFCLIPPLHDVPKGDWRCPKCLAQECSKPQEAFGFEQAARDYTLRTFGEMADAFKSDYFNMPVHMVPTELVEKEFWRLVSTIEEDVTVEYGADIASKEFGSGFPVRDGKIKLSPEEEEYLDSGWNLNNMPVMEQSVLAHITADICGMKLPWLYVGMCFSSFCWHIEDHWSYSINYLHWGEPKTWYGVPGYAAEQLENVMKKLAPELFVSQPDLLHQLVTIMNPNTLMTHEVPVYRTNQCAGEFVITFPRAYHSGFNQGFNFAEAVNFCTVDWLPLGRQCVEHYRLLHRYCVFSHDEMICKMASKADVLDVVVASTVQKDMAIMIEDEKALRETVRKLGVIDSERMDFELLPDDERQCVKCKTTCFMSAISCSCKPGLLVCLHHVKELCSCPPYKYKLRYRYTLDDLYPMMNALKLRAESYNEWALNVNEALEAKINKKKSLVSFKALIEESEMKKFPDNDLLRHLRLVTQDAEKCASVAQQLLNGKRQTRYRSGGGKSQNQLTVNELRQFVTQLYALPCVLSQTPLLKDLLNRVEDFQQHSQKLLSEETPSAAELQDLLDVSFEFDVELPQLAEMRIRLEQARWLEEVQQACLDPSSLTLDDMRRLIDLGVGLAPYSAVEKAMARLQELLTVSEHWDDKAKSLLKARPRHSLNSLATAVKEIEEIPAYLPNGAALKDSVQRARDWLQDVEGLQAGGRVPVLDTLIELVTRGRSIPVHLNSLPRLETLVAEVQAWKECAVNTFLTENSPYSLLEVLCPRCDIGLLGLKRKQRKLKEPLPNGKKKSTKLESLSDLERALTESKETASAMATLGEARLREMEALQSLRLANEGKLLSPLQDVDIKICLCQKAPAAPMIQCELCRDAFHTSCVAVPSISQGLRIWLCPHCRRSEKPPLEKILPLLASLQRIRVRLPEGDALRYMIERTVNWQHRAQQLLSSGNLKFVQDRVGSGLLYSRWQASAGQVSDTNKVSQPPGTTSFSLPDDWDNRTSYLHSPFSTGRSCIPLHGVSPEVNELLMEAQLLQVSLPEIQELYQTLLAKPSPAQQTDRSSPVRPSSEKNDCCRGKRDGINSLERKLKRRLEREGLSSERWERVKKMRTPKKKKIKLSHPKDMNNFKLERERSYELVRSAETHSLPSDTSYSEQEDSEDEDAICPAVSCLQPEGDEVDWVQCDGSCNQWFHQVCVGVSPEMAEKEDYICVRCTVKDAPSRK
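Coupled FDH/NAD⁺ fluorescence readout. KDM5BΔAP 200 nM final; compound titration, 10 min RT preincubation; substrate mix 12.5 µM H3K4me3, 25 µM 2-OG, 50 µM Fe(II), 100 µM ascorbate, 0.25 mM NAD⁺, 0.25 U/mL FDH; ΔRFU over 30 min.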
Numbers without * were called inactive; i = inactive; ? = inconclusive; & = joins results of further samples; [ ] = another dose, or the depositor's remark. Potency is the fitted concentration of half-maximal effect. An excerpt; count on the stated rates, not on these rows.

SMILES | KDM5B inhibitor
CCOC(=O)c1ccc(NC(=O)N2CCc3c(nc4cc[nH]n4c3=O)C2)cc1 | 22.4µM*
Cc1cccc2c(=O)c(-c3ccccc3)c(NC(=O)c3ccccc3)oc12 | -2.5%
Cc1ccc(CN2CCc3nc(C(=O)NCc4cccc(F)c4)oc3CC2)o1 | -18.9%[86.2 µM]
Cc1cc(C)c2nc(N(Cc3cccnc3)C(=O)Cc3ccccc3)sc2c1 | -2.9%
Cc1ccc(C)c(CN2C(=O)c3ccccc3S(=O)(=O)c3ccc(C(=O)N4CCN(c5ccccn5)CC4)cc32)c1 | -9.2%
Cc1cnc(NC(=O)c2ccc3c(c2)OCCN(c2ccccc2)C3)s1 | 28.2µM*
Cc1nc2cc(OCc3cc(C(=O)NC(C)c4cnn(C)c4)no3)ccc2s1 (configuration not stated) | 8.7%
COCC(=O)Nc1nc2c(s1)C[C@@H]1[C@](C)(CO)[C@H](O)CC[C@@]1(C)[C@@H]2CC(=O)NCCN1CCOCC1 | 39.5%
Cc1ccc2oc(C(=O)NCCCOCC3CC3)cc(=O)c2c1 | 0.8%
COCc1nc(CCNS(=O)(=O)c2cccc(OC)c2)no1 | 18.6%
O=C(CSc1ncc(-c2ccc(F)cc2)o1)Nc1ccccc1C(F)(F)F | -4.4%
Cc1cc(-c2ccc(S(=O)(=O)Nc3cc(Cl)ccc3C)s2)on1 | -14.9%
CCOC(=O)C1(Cc2ccccc2Cl)CCN(C(=O)c2ccsc2)CC1 | -14.1%
O=C(Nc1c(O)c2ccccc2oc1=O)c1ccccc1Cl | 19.9%
Cc1ccc(Cn2nc(C)c(NC(=O)COCc3cc(-c4cccs4)on3)c2C)cc1 | -4.5%
O=C(Oc1ccc(F)cc1)c1nc(SCc2ccccc2F)ncc1Cl | ?
Cc1cccn2cc(COc3cccc(C(=O)O)c3)nc12 | -12.7%
CCC1CN(C(=O)N2CCC(C(=O)NCc3ccccc3C)CC2)c2ccccc2O1 (configuration not stated) | -14.6%
Cc1cccc(NC(=O)C(Cc2ccccc2)NS(=O)(=O)c2ccc3c(c2)c(=O)n(C)c(=O)n3C)c1 (configuration not stated) | -23.4%
O=C(NCCn1cccc1-c1nc(-c2ccc3c(c2)OCO3)no1)c1cccc(F)c1 | ?
O=C(CCc1conc1-c1cccc(F)c1)NCC1CC1 | 0.5%
CC1CCCN(S(=O)(=O)c2ccc(N3CCCCS3(=O)=O)cc2)C1 (configuration not stated) | -21.8%
O=C1CN(Cc2cccc(Cl)c2)CCN1c1ccc(Cl)nn1 | ?
Cc1ccccc1C(=O)NC1CCCCC1 | -0.7%
COCC(=O)N1CC(C(=O)NCc2cccc(F)c2)CC(c2ccc(OC)c(OC)c2)C1 (configuration not stated) | 0.6%
CCc1cccc(NC(=O)Cn2c(=O)n(CCC(=O)NCC3CCCO3)c(=O)c3cc(OC)c(OC)cc32)c1 (configuration not stated) | ?
O=C(c1cc(=O)c2cc(Cl)ccc2o1)N(Cc1ccccc1)C1CCS(=O)(=O)C1 (configuration not stated) | 10.4%
CCCN(CCC)S(=O)(=O)NCc1ccnc(N2CCN(c3ccc(F)cc3)CC2)c1 | 13.8%
COc1ccc2cc(C3CN(C(=O)c4cc(C(C)=O)n[nH]4)CCO3)ccc2c1 (configuration not stated) | -10.9%
O=C(Nc1cccc(F)c1)c1cnc2c(c1)N(C(=O)CCc1ccccc1)CCC2 | -33.2%[86.2 µM]
O=C(Cc1ccc(N(Cc2ccc(F)cc2)C(=O)c2ccco2)cc1)NCCc1ccccc1 | -2.7%
NC(=O)NCCN1CCCC(N2CCN(Cc3ccc4c(c3)OCO4)CC2)C1 (configuration not stated) | -3.8%
CC(Sc1nnc(C2CC2)n1Cc1ccco1)C(=O)Nc1ccnn1C(C)C (configuration not stated) | 16.3%
CC(=O)N1CCCC2(C1)CN(C)c1ccc(C(=O)NC(C)C)cc12 (configuration not stated) | 35.5µM*
CNC(=O)CN1CCN(c2nc(-c3ccccc3)c3ccccc3n2)CC1 | -0.4%
COc1ccc(CN2CCc3nn(CC4CC4)c(=O)n3CC2)cc1 | -16.9%
O=C(NCC(c1cccnc1)N1CCCCC1)c1cn2c(n1)CNCC2 (configuration not stated) | ?
COc1cccc(C2CC(=O)Nc3c2c(=O)n(C)c2ncnn32)c1OC (configuration not stated) | -26.7%
Cc1nc2cc(NC(=O)C(C)(C)Oc3ccc(Cl)cc3)ccc2o1 | 7.9%
COc1cc(/C=N/NC(=S)NC2CC3CCC2C3)ccc1O (configuration not stated) | 10.3%
Cc1ccc(-n2ncc3c(NCCCn4ccnc4)ncnc32)cc1Cl | ?
CC1CCN(CCNC(=O)c2ccc3c(=O)n(CCc4ccccc4)c(=O)[nH]c3c2)CC1 | -24.1%
COc1cc(NC(=O)Nc2cccc(-c3noc(C)n3)c2)cc(OC)c1OC | ?
O=C(NCC(=O)N1CCN(C(=O)c2ccco2)CC1)c1cccc(Cl)c1 | 3.1%
N#Cc1ccc(S(=O)(=O)N[C@H]2[C@H](O)[C@H](O)C[C@@H]2c2ccc(C(F)(F)F)cc2)cc1 | -1.8%[86.2 µM]
Cc1ccc(Nc2nc3ccccc3n3nnnc23)cc1 | i
COc1ccc2c(c1)c(CN1CCc3nn(C)c(=O)n3CC1)cn2C | 31.6µM*
Cc1cc(=O)n(CC(=O)Nc2ccc(C(F)(F)F)cc2)c(N2CCOCC2)n1 | 6.2%
COCCN(C(=O)CCC(=O)Nc1nccs1)C(C(=O)NC(C)(C)C)c1ccc(F)cc1 (configuration not stated) | 18.0%
CN(Cc1ccc(C2CCCCO2)s1)CC1CCN(CCc2ccc(F)cc2)CC1 (configuration not stated) | -26.3%
Cn1c(=O)[nH]c(=O)c2c1nc(N1CCN(c3cccc(Cl)c3)CC1)n2Cc1ccccc1 | -13.9%
COc1ccc2c(c1)c(CN1C[C@@H](CO)[C@H](c3nc(C)no3)C1)cn2C | -2.6%
COc1ccccc1NC(=O)c1ccc(COc2ccc(C)c(C)c2)o1 | ?
CNC(=O)NC(=O)CSc1nnc(-c2ccncc2)n1CC(F)(F)F | -4.7%
O=C(OCC(=O)c1ccc[nH]1)c1cccc(S(=O)(=O)Nc2ccc(F)cc2)c1 | 15.3%
CS(=O)(=O)NC1CCCN(C(=O)c2ccc(Cl)cc2F)C1 (configuration not stated) | 26.2%
CCOc1ccc(-c2c(C)nn3c(C)c(C(=O)NC(C)c4ccccc4)cnc23)cc1OCC (configuration not stated) | -6.7%
Cc1ccc2oc(C(=O)NCC3CCOCC3)c(C)c2c1 | -25.6%
Cc1cc(-n2c(C)nc3ccccc3c2=O)ccc1NC(=O)c1ccccc1[N+](=O)[O-] | -16.0%
O=C(CN1CCCc2nc(C3CC3)ncc2C1=O)NCCN1CCOCC1 | 16.0%

Another view of part of the listing above.
| structure | KDM5B inhibitor |
| --- | --- |
| CS(=O)(=O)NC1CCCN(C(=O)c2ccc(Cl)cc2F)C1 (configuration not stated) | 26.2% |
| COCCN(C(=O)CCC(=O)Nc1nccs1)C(C(=O)NC(C)(C)C)c1ccc(F)cc1 (configuration not stated) | 18.0% |

Continuation.
SMILES | KDM5B inhibitor
O=C(NCc1nnc2c(-c3nc(C4CC4)no3)cccn12)C1CCCC1 | 28.2µM*
COc1cc(NC(=O)COc2ccc(C)c(C)c2)ccc1NC(=O)c1ccco1 | ?
CN1CCC(NC[C@H]2COCc3nc4cc(S(C)(=O)=O)ccc4n32)CC1 | -9.1%[86.2 µM]
CCOc1cc(/C=C/c2nc3ccccc3o2)ccc1O | ?
COC(=O)[C@@H](C)NC(=O)[C@@H]1CN(C(=O)c2cccc(F)c2)CCN1C(C)=O | 21.2%[86.2 µM]
Cc1ccc(CN2CCC(CNC(=O)Nc3ccccc3F)CC2)cc1 | ?
CC(=O)Nc1ccc(OC/C=C/c2ccccc2)cc1 | 5.1%
CCOc1ccccc1C(=O)Nc1nnc(C2CC2)s1 | 6.8%
O=C(CC(F)(F)F)NCCc1noc(-c2cccnc2)n1 | -11.8%
C#CC(C)(CC)NC(=O)Cn1nnc(-c2ccc(OCc3ccccc3C)cc2)n1 (configuration not stated) | -22.0%
NS(=O)(=O)c1ccc(CCNc2ncnc3c2cnn3-c2ccccc2)cc1 | 18.2%
O=C(CN1CCC2(CC1)NC(=O)CC2C(=O)O)NCc1ccccn1 (configuration not stated) | -28.2%

Sorted by the number under KDM5B inhibitor (ascending): some entries from above.
SMILES | KDM5B inhibitor
O=C(CN1CCC2(CC1)NC(=O)CC2C(=O)O)NCc1ccccn1 (configuration not stated) | -28.2%
C#CC(C)(CC)NC(=O)Cn1nnc(-c2ccc(OCc3ccccc3C)cc2)n1 (configuration not stated) | -22.0%
O=C(CC(F)(F)F)NCCc1noc(-c2cccnc2)n1 | -11.8%
CC(=O)Nc1ccc(OC/C=C/c2ccccc2)cc1 | 5.1%
CCOc1ccccc1C(=O)Nc1nnc(C2CC2)s1 | 6.8%
NS(=O)(=O)c1ccc(CCNc2ncnc3c2cnn3-c2ccccc2)cc1 | 18.2%

Going on with the list.
SMILES | KDM5B inhibitor
COc1ccc(CCC(=O)NCCc2csc(-c3ccc(C(F)(F)F)cc3)n2)cc1 | -2.6%
O=c1[nH]c(C2CCN(Cc3ccc(Cl)cc3)CC2)nc2ccc(F)cc12 | -16.4%
Cc1cc2c(cc1CNC1CC(C)(C)Cc3nc(C(C)(C)C)ncc31)OCO2 (configuration not stated) | 9.6%
O=C1CC(c2ccccc2)N(C(=O)CNC(=O)c2cnccn2)CCCCCN1 (configuration not stated) | -17.6%
Cc1ccc(C(=O)OCc2cc(=O)n3nc(CC(C)C)sc3n2)cc1 | -4.1%
O=C(c1cnccn1)N(Cc1ccccc1)c1ccccc1 | -3.7%
O=C(C1CCCC1)N1CCC(c2noc(COCC3CC3)n2)CC1 | -3.7%
CCc1ccc(Cn2c(CNS(=O)(=O)c3ccc([N+](=O)[O-])cc3)nc3cccnc32)cc1 | -17.5%
CCOCCCNC(=O)c1c(C)noc1-c1ccc(OC(F)(F)F)cc1 | -11.8%
Oc1ccccc1C=Nc1ccc(Cl)c(C(F)(F)F)c1 | 13.1%
CN(C)S(=O)(=O)c1ccc(Cl)c(NC(=O)COC(=O)c2nn(C)c(=O)c3ccccc23)c1 | 5.9%
CC1Oc2ccccc2N(CC(=O)N2CCCCC2)C1=O (configuration not stated) | 27.5%

Part of the list above in order of molecular weight, lowest first:
SMILES | KDM5B inhibitor
Oc1ccccc1C=Nc1ccc(Cl)c(C(F)(F)F)c1 | 13.1%
Cc1ccc(C(=O)OCc2cc(=O)n3nc(CC(C)C)sc3n2)cc1 | -4.1%
CCOCCCNC(=O)c1c(C)noc1-c1ccc(OC(F)(F)F)cc1 | -11.8%

Further entries.
SMILES | KDM5B inhibitor
CCN(Cc1nccn1C)C(=O)c1ccc(N2CCN3CCCC3C2)nc1 (configuration not stated) | ?
O=C(c1ccccc1)n1nc(NCc2cccs2)nc1NCc1cccs1 | ?
CCn1c(N2CCN(CC(N)=O)CC2)nc2c1c(=O)[nH]c(=O)n2C | -5.1%
CCS(=O)(=O)N1CCC2(CC1)CC(N1CCN(C(C)=O)CC1)CCO2 (configuration not stated) | 5.5%
CCN1C(=O)C(O)(c2c[nH]c3ccccc23)c2ccccc21 (configuration not stated) | 12.1%
COc1ccc(CC(=O)N2CCCN(c3cc(-c4ccccc4)[nH]n3)CC2)cc1 | 22.4µM*
COc1ccc(C)cc1NC(=O)C1CCN(S(=O)(=O)c2cccc3nonc23)CC1 | -3.6%&-14.9%
CC(C)(C)OC(=O)N1CC(NCc2cc(F)cc(F)c2)C1 | 4.1%[149 µM]
Cc1ccc(NC(=O)CSc2nc3c([nH]c4ccccc43)c(=O)n2-c2ccccc2)cc1Cl | ?
O=C(Nc1ccc2c(c1)OCCO2)NC1CCN(C(=O)N2CC3CC(C2)[C@H]2CCCC(=O)N2C3)CC1 (some centres not stated) | -15.7%
CCOc1ccccc1NC(=O)N1CCCN(C(=O)C2CC2)C(c2ccccc2)CC(=O)NCC1 (configuration not stated) | 16.1%
CC(C)c1nn2c(=O)cc(COC(=O)c3ccccc3NC(=O)COc3ccccc3)nc2s1 | ?
CCC(=O)N1CCc2cc(S(=O)(=O)NC(C(=O)NCCc3ccc(C)cc3)C(C)C)ccc21 (configuration not stated) | -14.3%
CC/C(C)=N/NC(=O)C(c1ccccc1)c1ccccc1 | 35.1%
Cn1cnc(S(=O)(=O)N2CCC(N3C(=O)C4(CCCC4)C3c3ccccc3)CC2)c1 (configuration not stated) | -7.5%
Fc1cc(CSc2nnc(C3CC3)n2C2CC2)c2ncccc2c1 | 5.7%
Cc1ccncc1C(=O)N1CCCN(S(=O)(=O)c2ccccc2)CCC(=O)NCC1 | -21.0%
CCC(CC)NC(=O)C1CCCN(S(C)(=O)=O)CCC(=O)NCC1 (configuration not stated) | 38.3%
Cc1cc(C)cc(NC(=O)C(c2ccccc2)n2cnc3c2c(=O)n(C)c(=O)n3C)c1 (configuration not stated) | 18.4%
CC/C=C(/C)C(=O)NC(C)c1ccncc1 (configuration not stated) | -4.5%
COc1cccc(C(=O)N2CCC3(CC2)OCC(C(=O)NC(C)C)N3C(=O)c2ccc(F)cc2)c1 (configuration not stated) | 8.9%
COc1cccc(OC)c1C(=O)Nc1ccccc1NC(=O)c1c(OC)cccc1OC | 17.9%
Cc1cccc(CNC(=O)[C@@H]2COCC(=O)N2Cc2ccc(F)cc2)c1 | -22.5%
COC(=O)c1ccc(Oc2c(C)oc3cc(OCC(=O)c4ccc(OC)cc4)ccc3c2=O)cc1 | -15.5%
COC[C@H]1CCCN1C(=O)CC[C@H]1CNC(=O)[C@@H]2[C@@H](CCN2Cc2ccc(S(C)(=O)=O)cc2)N1C | 2.5%

Screening results: PubChem BioAssay, National Center for Advancing Translational Sciences (NCATS)
